Fh CTSL1 inh – cathepsin L1 inhibition, PFM18AAP counter-screen; recombinant F. hepatica cathepsin L1, Z-Leu-Arg-MCA fluorescence; inhibition, % at 5.96 µM; AID 1906; 300,000 tested, 0.49% active;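 active = inhibition above the mean of all tested compounds plus 3 SD, set per screening campaign, cut at about 17% in these data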;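 also: 0% = plate median of test compound wells and 100% = 1 µM Z-Phe-Ala-diazomethylketone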
PREPL inh – inhibitors of human prolyl oligopeptidase-like enzyme PREPL | recombinant PREPL, fluorescence polarization activity-based probe | AID 2751 | Q4J6C6 | 320,000 tested, 0.68% active | inhibition, % at 5.96 µM; in the data active = inhibition above about 43%;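 also: 0% = enzyme with DMSO and 100% = wells lacking enzyme; many of its hits are not listed in these tables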
Target sequence (Q4J6C6 whole entry, looked up): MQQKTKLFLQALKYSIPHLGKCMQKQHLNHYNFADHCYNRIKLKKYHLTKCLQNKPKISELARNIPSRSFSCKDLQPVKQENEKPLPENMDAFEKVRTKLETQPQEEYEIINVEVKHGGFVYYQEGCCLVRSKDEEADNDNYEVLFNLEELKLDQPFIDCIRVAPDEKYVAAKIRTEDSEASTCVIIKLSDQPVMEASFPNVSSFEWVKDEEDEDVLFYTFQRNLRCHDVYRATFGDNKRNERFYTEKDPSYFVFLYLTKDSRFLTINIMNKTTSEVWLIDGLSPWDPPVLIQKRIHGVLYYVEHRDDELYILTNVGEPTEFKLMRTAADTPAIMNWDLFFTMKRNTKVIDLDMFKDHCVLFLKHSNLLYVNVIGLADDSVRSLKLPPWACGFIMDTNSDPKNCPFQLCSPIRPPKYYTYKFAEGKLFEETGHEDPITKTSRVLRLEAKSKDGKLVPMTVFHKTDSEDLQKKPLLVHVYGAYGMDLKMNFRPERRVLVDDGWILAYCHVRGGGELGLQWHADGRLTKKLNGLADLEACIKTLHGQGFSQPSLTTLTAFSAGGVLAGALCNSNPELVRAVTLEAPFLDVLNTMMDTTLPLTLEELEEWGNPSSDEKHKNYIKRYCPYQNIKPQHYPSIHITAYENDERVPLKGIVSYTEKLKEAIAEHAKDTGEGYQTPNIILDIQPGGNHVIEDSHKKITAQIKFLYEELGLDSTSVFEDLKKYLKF
Efflux pump mplx – blocks antifungal efflux pumps in multiplex yeast assay | 330,000 tested, 0.44% active | S. cerevisiae Candida pump triplex, Nile Red efflux | AID 485275 | inhibition, % at 10 µM;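 active = plate passing quality check with inhibition over a set limit, or well fluorescence over plate mean plus 4 SD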;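 also: Nile Red retained in pooled yeast measured as flow cytometry median fluorescence; 0% = buffer negative control and 100% = Enniatin B positive control; higher means more Nile Red kept so more efflux inhibition; some compounds called inactive have numbers as strong as hits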
PP5 primary – blocks human protein phosphatase 5 activity; 320,000 tested, 0.18% active; P53041; inhibition, % at 6.7 µM; purified PP5c, OMFP substrate fluorescence;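 active = inhibition above the campaign's mean inhibition across all tested compounds plus 3 SD, cut at about 9.5% in these data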;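 also: 0% = DMSO only and 100% = 100 µM cantharidin control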
core dimer inh – HCV core protein dimerization inhibition. TR-FRET GST/Flag-core106 dimerization, 1536-well. inhibition, % at 5 µM. 300,000 tested, 0.33% active. AID 1899;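 active = inhibition above the mean of all tested compounds plus 3 SD, set per screening campaign, cut at about 45% in these data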
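Assay system: Tagged HCV core106 pair (GST and Flag) | Buffer or medium: KF-containing HEPES buffer, pH 7.45, DTT, CHAPS, BSA | Also added: Eu donor and XL665 acceptor anti-tag antibodies | Dosing: One concentration, 5 µM, in 0.5% DMSO | Timing: 4 h at 22.5 °C | Technique: TR-FRET 671 and 617 nm emission | Repeats: Singlicate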
PP1 inh – blocks human PP1-alpha phosphatase, a PP5 counter-screen | 320,000 tested, 0.9% active | inhibition, % at 6.7 µM | P62136 | purified PP1alpha, OMFP fluorescence;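 active = inhibition above the mean inhibition of all tested compounds plus 3 SD, computed separately for each screening campaign, cut at about 15% in these data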
TPT1 inhibitor – C. albicans TPT1 enzyme inhibition | recombinant caTPT1, FP RNA substrate dephosphorylation | inhibition, % at 5 µM | 300,000 tested, 0.81% active;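 active = inhibition above the mean of all tested compounds plus 3 SD, set per screening campaign, cut at about 24% in these data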;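 also: plate controls were DMSO alone for no effect and ferristatin control at 100 nM for full effect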
EBNA-1 inh – blocks EBNA-1 binding to DNA; EBNA-1 DNA binding, fluorescence polarization; inhibition, % at 14.8 µM; 300,000 tested, 0.34% active; in the data active = inhibition above about 28%
ZTA DNA inh – blocks Epstein-Barr virus ZTA, an EBNA-1 counter-screen; P03206; ZTA-DNA binding, fluorescence polarization; inhibition, % at 11 µM; 320,000 tested, 0.15% active; in the data active = inhibition above about 33%
Target sequence (P03206 whole entry, looked up): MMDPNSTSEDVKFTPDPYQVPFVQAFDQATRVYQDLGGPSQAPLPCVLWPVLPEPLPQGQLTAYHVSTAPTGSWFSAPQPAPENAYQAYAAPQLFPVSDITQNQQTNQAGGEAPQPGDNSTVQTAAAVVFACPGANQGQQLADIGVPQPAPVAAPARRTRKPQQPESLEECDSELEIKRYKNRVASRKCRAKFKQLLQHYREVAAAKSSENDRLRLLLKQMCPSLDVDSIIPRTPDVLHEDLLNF
Numbers without * were called inactive; . = not tested or not shown. An excerpt; the hit share may differ from the screen's.

SMILES | Fh CTSL1 inh | PREPL inh | Efflux pump mplx | PP5 primary | core dimer inh | PP1 inh | TPT1 inhibitor | EBNA-1 inh | ZTA DNA inh
COCCNC(=O)C1CCN(Cc2cccc(OCc3ccccc3)c2)CC1 | -1 | 11 | 0.1 | 0.4 | 3 | 0 | -3 | -1 | 0
CCN(C(=O)CCS(=O)(=O)c1cccc2nonc12)c1ccc(F)cc1 | 6 | 2 | -0.2 | -0.2 | 9 | -5 | 0 | 2 | 9
CC1Sc2ccc(S(=O)(=O)N3CCC(C(N)=O)CC3)cc2NC1=O (stereo not given) | 0 | 20 | -0.2 | 2.1 | -22 | -2 | -4 | -1 | -3
C=CCN1C(=O)C(=O)N(Cc2nc3ccccc3s2)C1=O | 0 | 2 | 0.3 | -0.1 | 12 | 0 | -3 | 2 | 5
Cc1cc(C)cc(NS(=O)(=O)c2ccc(-c3cnc(C4CC4)o3)cc2)c1 | 6 | -16 | -0.1 | 7.4 | -9 | 0 | -3 | -8 | -9
O=C(NC(=S)Nc1ccc(N2CCN(C(=O)c3ccccc3)CC2)cc1)c1cccs1 | 0 | 51* | 0.0 | 3.1 | 8 | 4 | 1 | 2 | 5
CN1CCCN=C1/C=C/c1cccs1 | 3 | -6 | 0.1 | 0.5 | -3 | -1 | -3 | -4 | -1
COc1ccccc1N1CCN(C(=O)CN(Cc2ccc(Cl)cc2)S(C)(=O)=O)CC1 | -3 | 17 | -0.3 | 0.2 | -5 | -7 | 1 | 0 | 15
O=C(CCNS(=O)(=O)c1ccc(Cl)cc1)N1CCN(c2ccccn2)CC1 | 0 | -20 | 0.0 | 1.8 | -15 | 3 | -1 | -6 | -7
O=C(CCc1nc(-c2cccs2)no1)Nc1cnc2ccccc2c1 | -4 | -17 | -0.1 | 4.6 | -10 | -2 | 1 | 18 | 4
COc1cc(Br)c(CC(=O)NC2CC2)cc1OC | -3 | 3 | 0.0 | -0.5 | 6 | -1 | 1 | 1 | 5
O=C(COC(=O)c1ccccc1F)NC1CCCC1 | -5 | -3 | 0.7 | 0.6 | -5 | -3 | 1 | -4 | 5
COc1ccc(-c2cc(C(=O)NC(C(=O)O)C(C)C)c(C)o2)cc1OC (stereo not given) | 2 | 10 | -0.1 | 2.0 | -7 | 0 | 4 | 1 | 1
CCOC(=O)c1sc(N)c(C#N)c1CSc1nnc(C2CCCCC2)n1N | 2 | 17 | -0.2 | 1.8 | 6 | 1 | 4 | -14 | -21
Cn1nccc1NC(=O)COCC(=O)O | -2 | -2 | -0.1 | -1.1 | 0 | -7 | -4 | 6 | 5
OCCNC(=S)Nc1ccc(Cl)c(Cl)c1 | 1 | -26 | 0.1 | -3.5 | -6 | -2 | 2 | -9 | -9
CC1CCC(NC(=O)c2ccc(S(C)(=O)=O)cc2)CC1 (stereo not given) | -3 | -12 | 0.1 | -1.6 | 10 | -1 | -3 | 7 | -2
Cc1cccc(NC(=O)C2CCCN(C(=O)NC3CCCCC3)C2)c1C (stereo not given) | -1 | 9 | 0.0 | -1.3 | 0 | 1 | 0 | 11 | 6
CCOC(=O)N1CCN(S(=O)(=O)c2ccc(C(=O)NNc3nc4c(C)cccc4s3)cc2)CC1 | 0 | 3 | 0.0 | 4.7 | -5 | 5 | 3 | -14 | -3
COC(=O)c1ccc(NC(=O)CN(C2CCCCC2)S(C)(=O)=O)cc1 | 4 | 7 | -0.1 | 0.8 | -4 | 8 | 4 | 0 | -8

11 neighbouring entries from above, quoted:
SMILES | Fh CTSL1 inh | PREPL inh | Efflux pump mplx | PP5 primary | core dimer inh | PP1 inh | TPT1 inhibitor | EBNA-1 inh | ZTA DNA inh
CN1CCCN=C1/C=C/c1cccs1 | 3 | -6 | 0.1 | 0.5 | -3 | -1 | -3 | -4 | -1
COc1ccccc1N1CCN(C(=O)CN(Cc2ccc(Cl)cc2)S(C)(=O)=O)CC1 | -3 | 17 | -0.3 | 0.2 | -5 | -7 | 1 | 0 | 15
O=C(CCNS(=O)(=O)c1ccc(Cl)cc1)N1CCN(c2ccccn2)CC1 | 0 | -20 | 0.0 | 1.8 | -15 | 3 | -1 | -6 | -7
O=C(CCc1nc(-c2cccs2)no1)Nc1cnc2ccccc2c1 | -4 | -17 | -0.1 | 4.6 | -10 | -2 | 1 | 18 | 4
COc1cc(Br)c(CC(=O)NC2CC2)cc1OC | -3 | 3 | 0.0 | -0.5 | 6 | -1 | 1 | 1 | 5
O=C(COC(=O)c1ccccc1F)NC1CCCC1 | -5 | -3 | 0.7 | 0.6 | -5 | -3 | 1 | -4 | 5
COc1ccc(-c2cc(C(=O)NC(C(=O)O)C(C)C)c(C)o2)cc1OC (stereo not given) | 2 | 10 | -0.1 | 2.0 | -7 | 0 | 4 | 1 | 1
CCOC(=O)c1sc(N)c(C#N)c1CSc1nnc(C2CCCCC2)n1N | 2 | 17 | -0.2 | 1.8 | 6 | 1 | 4 | -14 | -21
Cn1nccc1NC(=O)COCC(=O)O | -2 | -2 | -0.1 | -1.1 | 0 | -7 | -4 | 6 | 5
OCCNC(=S)Nc1ccc(Cl)c(Cl)c1 | 1 | -26 | 0.1 | -3.5 | -6 | -2 | 2 | -9 | -9
CC1CCC(NC(=O)c2ccc(S(C)(=O)=O)cc2)CC1 (stereo not given) | -3 | -12 | 0.1 | -1.6 | 10 | -1 | -3 | 7 | -2

(list continues)
SMILES | Fh CTSL1 inh | PREPL inh | Efflux pump mplx | PP5 primary | core dimer inh | PP1 inh | TPT1 inhibitor | EBNA-1 inh | ZTA DNA inh
O=C(O)CCC(=O)N1N=C(c2ccco2)CC1c1ccco1 (stereo not given) | 7 | -5 | 0.6 | -1.2 | 4 | 0 | 0 | -10 | -8
Cc1cccc(-n2nnc3c(=O)n(CC(=O)Nc4cc(C)on4)cnc32)c1 | -1 | 0 | 0.0 | -2.3 | 2 | -6 | 5 | -1 | 2
CCCCN(C(=O)c1ccc2c(c1)OCO2)c1c(N)n(CC(C)C)c(=O)[nH]c1=O | . | 6 | 0.0 | -0.2 | . | -2 | . | . | -12
O=C(Nc1cccc2c1CCCC2)c1ccco1 | 6 | 5 | -0.1 | -3.3 | 6 | -4 | -1 | 8 | 8
CCc1ccc[n+](-c2[nH]c(=O)sc2/C=N/N=C(\[O-])c2cccnc2)c1 | 9 | 22 | -0.1 | -2.0 | -3 | -3 | -14 | -9 | -8
O=C(CCc1nnc(Cc2cccc(C(F)(F)F)c2)o1)NCC(F)(F)F | -5 | -4 | 0.1 | 2.0 | -5 | 0 | -3 | -16 | -6
COc1ccc(Cc2nnc(NC(=O)c3ccc(OC(C)=O)cc3)s2)cc1OC | -10 | 4 | -0.1 | 0.8 | 2 | -1 | -5 | 6 | -9
Cc1ccc(S(=O)(=O)CC(c2ccccc2)N2CCOCC2)cc1 (stereo not given) | -4 | 20 | 0.4 | 3.2 | 6 | 1 | 7 | -12 | -3
COC(=O)c1ccc(C)c(NC(=O)C2CC(=O)N(C3CCCC(C)C3C)C2)c1 (stereo not given) | . | -1 | -0.1 | 1.8 | . | -3 | . | . | 12
CCSc1nnc(NC(=O)c2cc(-c3ccccc3O)n[nH]2)s1 | 0 | -9 | 0.0 | -1.7 | 0 | -1 | -4 | 8 | 9
C/C(=N\Nc1ccc(C(=O)O)cc1)c1ccc(S(=O)(=O)NCc2ccco2)cc1 | -3 | 10 | 0.3 | -1.1 | -5 | -3 | 5 | -13 | -1
COc1cc(C(C(=O)NCc2ccccc2)N(C(=O)c2snc(C(N)=O)c2N)C2CCCC2)cc(OC)c1OC (stereo not given) | 3 | 4 | 0.2 | -2.0 | 9 | 1 | -3 | 4 | 6
COc1ccc([N+](=O)[O-])cc1/C=N/Nc1nc(N2CCCCC2)nc(N2CCCCC2)n1 | 1 | 7 | 0.4 | 5.0 | 16 | -1 | 0 | -30 | -10
COc1cc(OC)cc(-n2nnnc2SCC(=O)NC2CCCC2)c1 | -3 | 1 | -0.1 | -0.2 | 0 | -1 | 1 | 12 | 19
COC(=O)c1ccc(Cn2cc(C(F)(F)F)ccc2=O)cc1 | -2 | 15 | -0.2 | 0.9 | -1 | -2 | -2 | -5 | 5
CCCCOc1ccc(S(=O)(=O)NNC(=O)c2cc3ccccc3o2)cc1 | 1 | -66 | 0.7 | 1.2 | 4 | 1 | -3 | 6 | -11
COc1cc(Br)ccc1NC(=O)c1ccccc1-c1ccccc1C(=O)O | 2 | 7 | -0.1 | -1.3 | 6 | -2 | -1 | -1 | 3
CC1CN(C(=O)c2cc3cc(Cl)ccc3[nH]2)CC(C)O1 (stereo not given) | 0 | -2 | 0.0 | 2.0 | 2 | -1 | 4 | 4 | -10
Cc1cc(NC(=O)C2C3C(=O)N(Cc4ccc(Cl)cc4)C(C(=O)NCc4ccccc4)C34C=CC2(C)O4)no1 (stereo not given) | 3 | 4 | 0.2 | 2.6 | 0 | -1 | 0 | -12 | -11
CC(C)Cc1cc(C(=O)N2CCC(N3CCC(C(=O)N4CCCC4)CC3)CC2)n[nH]1 | -1 | -6 | 0.1 | 3.8 | -1 | 1 | 9 | -6 | 20
CC(=O)Nc1ccc(OC(=O)Oc2ccc(NC(C)=O)cc2)cc1 | 2 | 7 | -0.1 | 0.4 | 7 | 4 | -4 | 3 | 4
COc1cccc(NC(=S)N(CCN(C)C)Cc2cccs2)c1 | 0 | 0 | -0.1 | 0.2 | -2 | -1 | -3 | -1 | -1
O=c1c2nnn(Cc3ccc(Cl)cc3)c2ncn1Cc1ccc(F)cc1 | 4 | -9 | 0.2 | 2.6 | 3 | 2 | 3 | 8 | 19
Cc1nc(C)c(C(=O)C2=C(O)C(=O)N(CCN3CCOCC3)C2c2ccco2)s1 (stereo not given) | 1 | -5 | 0.0 | 0.0 | 2 | -1 | -3 | -9 | 2
COc1c2ccoc2nc2c(OC)c(OC[C@@H](O)C(C)(C)O)ccc12 | -5 | 4 | 0.0 | 0.4 | 0 | -2 | -3 | 1 | 7
O=C(/C=C/c1ccc2ccccc2n1)c1cc(Cl)ccc1O | -5 | 1 | 0.8 | -0.9 | 27 | 4 | 44* | -7 | -3
NC(=O)c1ccc(N2CCC(C(N)=O)CC2)c([N+](=O)[O-])c1 | -2 | 2 | -0.2 | -0.3 | 0 | 2 | 1 | -2 | 13
CSCCC(=O)N1CCC(n2nccc2NC(=O)CCCc2ccccc2)CC1 | 9 | 20 | 0.2 | -9.4 | -8 | -2 | -1 | 2 | 15
CCOC(=O)C1CCCN(c2c(NCCC(C)C)c(=O)c2=O)C1 (stereo not given) | 11 | 17 | -0.1 | -4.4 | 1 | 3 | -1 | -10 | -15
CCOCCCN(C(=O)CCC(=O)Nc1cc(C)on1)C(C(=O)NC(C)(C)CC)c1cccc(OC)c1OC (stereo not given) | 6 | -1 | -0.1 | 0.6 | 6 | -5 | -2 | -1 | 8
COc1ccc(C(=O)Nc2ccc(Cl)cc2F)cc1S(=O)(=O)N1CCCC1 | . | 20 | 0.0 | 2.3 | . | -4 | . | . | -6
O=C(N/N=C/c1ccccc1)c1ccco1 | 1 | 15 | -0.1 | -0.8 | -6 | -4 | 1 | 8 | 2
CC(C)(C)OC(=O)Cn1c(=O)cnc2ccccc21 | 0 | 2 | 0.1 | 0.5 | -1 | -3 | 1 | 0 | -1
Cc1cc2ccc(C)c(C)c2nc1SCC(=O)c1cccs1 | 2 | 0 | 0.0 | 0.2 | -14 | -2 | 11 | 12 | 13
Cc1ccc(NC(=O)CN2C(=O)S/C(=C\c3cc(C)n(C)c3C)C2=O)cc1 | 10 | 1 | 0.1 | -1.3 | 3 | 10 | 5 | -1 | 4

Assay outcomes (PubChem)
